Screening data deposited in PubChem by several laboratories.
TNAP inhibition – human TNAP enzyme inhibitors, biochemical, luminescent (AID 518); one-dose inhibition, % at 20 µM; IC50 in µM for titrated hits; 64,000 compounds, 0.09% hits; purified TNAP enzyme, luminescent substrate readout; higher % means a stronger effect; Alkaline phosphatase, tissue-nonspecific isozyme (Homo sapiens); in the data active = a potency from the dose series; inactive = the rest, 99 in 100 with inhibition below about 22%;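 note: plate controls were vehicle for no effect and reference inhibitor for full effect; many of its hits are not listed in these tables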
HT1080 cytotoxicity – cytotoxicity in HT1080 fibrosarcoma cells, cell-based, fluorescence readout (AID 620). HT1080 viability, fluorescence; higher % means a stronger effect. cytotoxicity, % at 10 µM; hits with a dose series show EC50 in µM. 87,000 compounds, 0.42% hits;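 note: cells exposed to compound overnight then 4 h with Alamar Blue; 0% = vehicle DMSO and 100% = killing control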
Spn PMK inh – S. pneumoniae PMK inhibitors, primary screen, biochemical, mevalonate pathway, pilot trial included; AID 539, 2006; 65,000 compounds, 0.49% hits; phosphomevalonate kinase (Streptococcus pneumoniae D39); purified PMK, PK/LDH-coupled NADH absorbance 340 nm; inhibition, % at 10 µM;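 active = top-ranked compounds by inhibition in the single 10 µM screen, taking a fixed number of the strongest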;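 note: 0% = full reaction with DMSO carrier and 100% = background rate without enzyme reaction; no value below 0 was filed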
LYP inhibition – LYP phosphatase inhibitors, primary screen, biochemical, DiFMUP fluorescence, recombinant catalytic domain, 10 µM (AID 606); one-dose inhibition, % at 10 µM; IC50 in µM for titrated hits; recombinant LYP catalytic domain, DiFMUP fluorescence; higher % means a stronger effect; 52,000 tested, under 10 active;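 active = IC50 under 40 µM in the dose-response test; inactive = IC50 of 40 µM or more, or never dose-tested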
HPDE-C7 viability – cytotoxicity in HPDE-C7 cells, cell-based, fluorescence, HTS (AID 430); HPDE-C7 pancreatic duct cells viability, fluorescence; higher % means a stronger effect; cytotoxicity, % at 10 µM; hits with a dose series show EC50 in µM; 63,000 compounds, 1.8% hits;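 note: cells exposed to compound for 48 hours before viability readout; 0% = vehicle and 100% = reference cytotoxic drug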
Bfl-1 inhibitors – Bfl-1 inhibitors, primary screen, biochemical, fluorescence polarization, FITC-Bid, mouse (AID 432) | FITC-Bid BH3 peptide fluorescence polarization displacement; higher % means a stronger effect | displacement, % at 20 µM, or IC50 in µM where a hit was titrated | 64,000 compounds, 0.02% hits; in the data active = a potency from the dose series; inactive = the rest, 99 in 100 with displacement below about 15%; note: strong numbers were not always called active
DPM-DC inhibit – S. pneumoniae DPM-DC inhibitors, primary screen, biochemical, PK/LDH-coupled NADH fluorescence | diphosphomevalonate decarboxylase (Streptococcus pneumoniae D39) | purified DPM-DC | 65,000 compounds, 0.49% hits | AID 556, 2006 | calls only at 10 µM;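 active = the 320 compounds with the highest percent inhibition in the single-dose primary screen, excluding strongly autofluorescent ones, cut at about 32% in these data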;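 note: kinetic rate of NADH fluorescence loss reporting ADP formed by the decarboxylase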
MK inhibit – S. pneumoniae MK inhibitors, primary screen, biochemical, PK/LDH-coupled NADH absorbance; inhibition, % at 10 µM; purified MK, PK/LDH-coupled NADH absorbance 340 nm; 65,000 compounds, 0.48% hits; AID 555, 2006; mevalonate kinase [Streptococcus pneumoniae D39];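 active = ranked among the strongest by inhibition in the single 10 µM screen, a fixed top-ranked set picked for dose follow-up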; note: no value below 0 was filed
KRASV12 cytotoxicity – cytotoxicity in KRAS-transformed pancreatic duct cells, primary screen, cell-based, fluorescence, HTS (AID 431); 63,000 compounds, 1.7% hits; cytotoxicity, % at 10 µM, or EC50 in µM where a hit was titrated; HPDE-C7K KRASV12 cells, Alamar Blue viability, 48 h; higher % means a stronger effect;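 active = compounds whose percent cytotoxicity in the single-dose primary screen, scaled between solvent and toxic-drug controls, exceeds 50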;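 note: 0% = DMSO solvent wells and 100% = doxorubicin-treated wells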
Spn PMK inh pilot replicates – second read-out of Spn PMK inh, no call of its own (marks repeat the call); inhibition, %; measured here: pilot screen replicates
MK inhibit pilot replicates – second read-out of MK inhibit, no call of its own (marks repeat the call); inhibition, %; measured here: pilot screen replicates
DPM-DC inhibit pilot screen % – recorded beside DPM-DC inhibit, whose call it bears; inhibition, %; measured here: pilot screen trials
Numbers without * were called inactive; i = inactive; / = not tested or not shown. Cut-off read from the data, not from the text of the source, unless noted: active = cytotoxicity above about 50%; inactive = the rest. Rows are unselected; about 3.6% have a hit in one of these screens.

SMILES	TNAP inhibition	HT1080 cytotoxicity	Spn PMK inh	LYP inhibition	HPDE-C7 viability	Bfl-1 inhibitors	DPM-DC inhibit	MK inhibit	KRASV12 cytotoxicity	others
Cc1nc(Nc2ccc3c(c2)OCCO3)c2oc3ccccc3c2n1	-4%	8%	/	/	-12%	4%	/	/	-10%
CCOC(=O)COC(=O)c1ccc(O)cc1	3%	/	3	-19%	-4%	-2%	i	10	2%
Cc1cccc(-c2nnc(-c3ccccc3)o2)c1	12%	-2%	11	12%	-4%	5%	i	8	2%
O=C(NCCCN1CCOCC1)[C@@H]1CSC2c3ccccc3C(=O)N21 (stereo partly drawn)	7%	-11%	1	/	-4%	-12%	i	6	2%
CCN1CCN(C(c2cccs2)C(C)NC(=O)c2ccccc2)CC1 (stereo not drawn)	14%	4%	3	-7%	3%	2%	i	3	4%	Spn PMK inh pilot replicates=3.5;MK inhibit pilot replicates=2.5;DPM-DC inhibit pilot screen %=0.0
CC(C)(O)C#Cc1ccc(C(=O)N2CCN(C(=O)c3ccco3)CC2)cc1	8%	5%	18	/	-14%	8%	i	9	-6%	Spn PMK inh pilot replicates=4.0;MK inhibit pilot replicates=0.5;DPM-DC inhibit pilot screen %=0.0
Cc1cc(NC(=O)CCC2COc3ccccc3O2)no1 (stereo not drawn)	13%	1%	5	2%	-4%	-6%	i	3	-1%
Cc1cc(=O)oc(C)c1C(=O)NCC1CCCO1 (stereo not drawn)	5%	-3%	1	-23%	-7%	3%	i	0	-2%
CCS(=O)(=O)N1CCCC(C(=O)N2CCc3ccccc3C2)C1 (stereo not drawn)	6%	0%	1	-6%	-2%	-9%	i	2	-16%
Cc1ccc(S(=O)(=O)Nc2nonc2C)cc1	10%	-4%	20	5%	-8%	1%	i	3	1%
CCOC(=O)c1c(-c2cccs2)csc1NC(=O)CCCC(=O)O	12%	-8%	8	-5%	9%	-3%	i	0	26%	Spn PMK inh pilot replicates=2.5;MK inhibit pilot replicates=0.0;DPM-DC inhibit pilot screen %=0.5
COCCSc1ccccc1C(=O)Nc1nncs1	14%	0%	9	/	-5%	-8%	i	4	-6%	Spn PMK inh pilot replicates=1.0;MK inhibit pilot replicates=0.0;DPM-DC inhibit pilot screen %=2.0
Cc1ccc(C2CC(c3ccco3)n3nc(N)nc3N2)cc1 (stereo not drawn)	6%	-2%	0	4%	-7%	0%	i	9	-3%
COc1cc(OC)cc(C(=O)OCc2cc3ccccc3[nH]c2=O)c1	14%	-10%	10	/	7%	-5%	i	10	0%
COc1ccc(CNC(=O)c2c(O)c3cccc4c3n(c2=O)CCC4)cc1OC	5%	-4%	9	4%	-4%	0%	i	3	-2%
COc1cc(C2c3c(oc4cc(C)c(C)cc4c3=O)C(=O)N2c2cc(C)ccn2)ccc1O (stereo not drawn)	14%	6%	8	/	3%	-4%	i	4	3%
COc1ccc(CN(CCCN2CCOCC2)C(=O)Nc2ccccc2)cc1OC	12%	18%	0	-1%	20%	-7%	i	10	13%
CCN(CC)Cc1csc(C(N)=O)c1	11%	9%	9	/	-12%	0%	i	2	-4%	Spn PMK inh pilot replicates=0.0;MK inhibit pilot replicates=0.0;DPM-DC inhibit pilot screen %=0.5
CCOc1ccc2nc(NC(=O)C3CCN(c4cnccn4)CC3)sc2c1	13%	-6%	11	/	6%	-4%	i	0	13%
O=C(NCCCn1ccnc1)C1c2ccccc2Oc2ccccc21	-1%	25%	9	-4%	-13%	0%	i	9	-13%
Cc1cc(-c2nnc3n2N=C(c2ccc(-c4ccccc4)cc2)CS3)n[nH]1	4%	-3%	6	-9%	15µM*	2%	i	2	16µM*
CC(C)COc1ccc(C(=O)N(Cc2ccco2)C2CCS(=O)(=O)C2)cc1 (stereo not drawn)	14%	-2%	12	-2%	-20%	0%	i	13	-22%
O=C(Nc1ccccc1)N(CCN1CCOCC1)Cc1ccccc1F	3%	3%	10	-4%	-8%	0%	i	2	-9%	Spn PMK inh pilot replicates=0.0;MK inhibit pilot replicates=0.0;DPM-DC inhibit pilot screen %=0.0
O=S(=O)(NCCc1ccncc1)c1cc(Br)ccc1F	8%	5%	0	/	-19%	1%	i	4	-9%	Spn PMK inh pilot replicates=3.5;MK inhibit pilot replicates=0.5;DPM-DC inhibit pilot screen %=6.5
CC1CN(Cc2cc(=O)n3ccsc3n2)CC(C)O1 (stereo not drawn)	2%	9%	0	5%	-18%	38%	i	0	-4%
O=S(=O)(c1ccccc1)N1CCN(S(=O)(=O)c2ccccc2)C1	13%	-4%	0	4%	-16%	2%	i	3	-11%	Spn PMK inh pilot replicates=1.5;MK inhibit pilot replicates=0.0;DPM-DC inhibit pilot screen %=0.0
COc1cc(-c2nnc3sc(Cc4ccc(Cl)cc4)nn23)cc(OC)c1OC	8%	-4%	5	6%	26%	-5%	i	12	37%
O=C(Nc1nc2c(s1)CCCC2)c1cccnc1	5%	16%	0	/	-5%	-3%	i	5	3%
COC(=O)c1nc2n(n1)C(c1ccc(OC)c(OC)c1)C(C(=O)OC1CCCCC1)=C(C)N2 (stereo not drawn)	5%	/	0	/	-1%	-6%	i	8	10%	Spn PMK inh pilot replicates=1.0;MK inhibit pilot replicates=0.0;DPM-DC inhibit pilot screen %=1.5
CN1CCN(C2=C(Cl)C(=O)N(CCc3ccccc3)C2=O)CC1	0%	-1%	15	/	4%	1%	i	0	-2%
O=C(c1cccnc1)N(Cc1ccccc1)c1ccccc1	14%	5%	7	0%	6%	2%	i	5	0%
COCCn1c(SCc2cnc(-c3ccccc3)s2)nnc1-c1ccncc1	-5%	-6%	19	/	-12%	-9%	i	0	-17%
COc1cccc(NC(=O)CN(c2cccc(F)c2)S(C)(=O)=O)c1	6%	-1%	7	-7%	-5%	8%	i	4	-15%
CCOCCCNC(=O)CC1Oc2ccc(C)cc2NC1=O (stereo not drawn)	16%	-6%	0	-15%	8%	5%	i	8	0%	Spn PMK inh pilot replicates=2.0;MK inhibit pilot replicates=8.5;DPM-DC inhibit pilot screen %=0.0
Cc1ccnc(NC(=O)CCCOc2cc(=O)n(C)c3ccccc23)c1	4%	-4%	9	-2%	-8%	-9%	i	0	9%
O=C(Cn1c(=O)n(CCCC(=O)NC2CCCC2)c(=O)c2ccccc21)NCCC1=CCCCC1	-1%	15%	9	10%	-18%	-2%	i	1	-11%
Cc1cc(NS(=O)(=O)c2cccs2)no1	7%	4%	8	-5%	-12%	-13%	i	0	7%
CCOc1cc(S(=O)(=O)NC2CCCCCC2)ccc1F	9%	5%	9	14%	1%	0%	i	7	5%
Clc1ccc(OCCn2cnc3ccccc32)cc1	3%	0%	1	0%	-13%	0%	i	0	-16%
Cc1sc(-n2c(C)cc(/C=N/n3cnnc3)c2C)c(C#N)c1C	13%	2%	3	-7%	-11%	-12%	/	2	-12%
Cn1nc(-c2ccc(Cl)cc2)c2cc(C(=O)NCC3CCCO3)sc21 (stereo not drawn)	7%	-4%	8	1%	-3%	2%	/	2	3%
CC1(C(=O)NC2CCCCCCC2)CCC(=O)N1Cc1ccco1 (stereo not drawn)	4%	0%	31*	5%	-15%	10%	i	2	-12%
CCc1ccccc1NC1=NCC(=O)N1Cc1ccc2c(c1)OCO2	4%	-4%	10	10%	-7%	0%	i	9	-8%
CCn1nc(NC(=O)c2ccncc2)c2cc3cc(C)ccc3nc21	4%	2%	0	-7%	/	-4%	i	15	/
FC(F)(F)c1nnc2sc(-c3cccs3)nn12	5%	-5%	3	2%	-4%	-3%	i	0	6%	Spn PMK inh pilot replicates=0.5;MK inhibit pilot replicates=0.0;DPM-DC inhibit pilot screen %=5.5
O=C(CCCCn1c(=O)c2ccccc2n(CC(=O)Nc2ccccc2)c1=O)NCc1ccco1	7%	/	11	/	-7%	-4%	i	9	-13%
O=c1[nH]c2cc3c(cc2cc1C(c1nnnn1CC1CCCO1)N1CCCC1)OCO3 (stereo not drawn)	8%	0%	13	/	8%	-2%	/	9	8%
NC(=O)Nc1ccc(Oc2c(F)c(F)c(F)c(F)c2F)cc1	7%	6%	0	3%	-4%	-1%	i	9	-2%

12 entries out of the list, sorted by SMILES length, highest first:
SMILES	TNAP inhibition	HT1080 cytotoxicity	Spn PMK inh	LYP inhibition	HPDE-C7 viability	Bfl-1 inhibitors	DPM-DC inhibit	MK inhibit	KRASV12 cytotoxicity	others
O=C(CCCCn1c(=O)c2ccccc2n(CC(=O)Nc2ccccc2)c1=O)NCc1ccco1	7%	/	11	/	-7%	-4%	i	9	-13%
O=c1[nH]c2cc3c(cc2cc1C(c1nnnn1CC1CCCO1)N1CCCC1)OCO3 (stereo not drawn)	8%	0%	13	/	8%	-2%	/	9	8%
Cn1nc(-c2ccc(Cl)cc2)c2cc(C(=O)NCC3CCCO3)sc21 (stereo not drawn)	7%	-4%	8	1%	-3%	2%	/	2	3%
Cc1ccnc(NC(=O)CCCOc2cc(=O)n(C)c3ccccc23)c1	4%	-4%	9	-2%	-8%	-9%	i	0	9%
CCn1nc(NC(=O)c2ccncc2)c2cc3cc(C)ccc3nc21	4%	2%	0	-7%	/	-4%	i	15	/
NC(=O)Nc1ccc(Oc2c(F)c(F)c(F)c(F)c2F)cc1	7%	6%	0	3%	-4%	-1%	i	9	-2%
CC1(C(=O)NC2CCCCCCC2)CCC(=O)N1Cc1ccco1 (stereo not drawn)	4%	0%	31*	5%	-15%	10%	i	2	-12%
CCOc1cc(S(=O)(=O)NC2CCCCCC2)ccc1F	9%	5%	9	14%	1%	0%	i	7	5%
CCOCCCNC(=O)CC1Oc2ccc(C)cc2NC1=O (stereo not drawn)	16%	-6%	0	-15%	8%	5%	i	8	0%	Spn PMK inh pilot replicates=2.0;MK inhibit pilot replicates=8.5;DPM-DC inhibit pilot screen %=0.0
FC(F)(F)c1nnc2sc(-c3cccs3)nn12	5%	-5%	3	2%	-4%	-3%	i	0	6%	Spn PMK inh pilot replicates=0.5;MK inhibit pilot replicates=0.0;DPM-DC inhibit pilot screen %=5.5
Clc1ccc(OCCn2cnc3ccccc32)cc1	3%	0%	1	0%	-13%	0%	i	0	-16%
Cc1cc(NS(=O)(=O)c2cccs2)no1	7%	4%	8	-5%	-12%	-13%	i	0	7%
